Assay outcomes: PubChem BioAssay, PCMD
FXIa single inh = human FXIa protease inhibitors, primary screen, biochemical, single compound per well; inhibition, % at 10 µM; actives 0.3% (n = 33,000); AID 687, 2007; Coagulation factor XI (Homo sapiens), P03951; purified human FXIa, fluorogenic AMC substrate cleavage;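 active = inhibition above 40% in the primary screen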;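 note: 0% = enzyme without compound and 100% = blank wells lacking enzyme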
Target sequence (P03951 19-387 limits assumed): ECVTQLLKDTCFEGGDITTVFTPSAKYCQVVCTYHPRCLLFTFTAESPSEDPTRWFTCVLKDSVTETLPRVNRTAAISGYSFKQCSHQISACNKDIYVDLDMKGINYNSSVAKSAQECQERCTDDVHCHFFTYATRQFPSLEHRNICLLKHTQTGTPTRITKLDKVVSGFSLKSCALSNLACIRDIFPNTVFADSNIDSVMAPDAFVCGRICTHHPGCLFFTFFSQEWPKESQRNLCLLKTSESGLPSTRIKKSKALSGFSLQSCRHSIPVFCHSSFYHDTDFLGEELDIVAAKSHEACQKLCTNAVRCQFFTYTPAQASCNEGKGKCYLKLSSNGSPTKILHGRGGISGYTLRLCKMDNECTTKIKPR
Target sequence (P03951 388-625 limits assumed): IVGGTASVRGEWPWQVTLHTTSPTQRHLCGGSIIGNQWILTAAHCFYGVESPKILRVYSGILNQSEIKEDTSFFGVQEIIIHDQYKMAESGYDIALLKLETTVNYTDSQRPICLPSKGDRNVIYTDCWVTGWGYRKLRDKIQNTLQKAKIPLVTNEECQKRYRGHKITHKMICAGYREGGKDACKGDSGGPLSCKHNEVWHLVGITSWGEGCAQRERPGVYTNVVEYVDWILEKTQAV
FXIIa inh = human FXIIa protease inhibitors, primary screen, biochemical, single well; purified human FXIIa, AMC substrate fluorescence, 2 h; AID 701, 2007; actives 0.2% (n = 33,000); Coagulation factor XII (Homo sapiens), P00748; inhibition, % at 10 µM; in the data active = inhibition above about 30%;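 note: 0% = enzyme with vehicle only and 100% = no enzyme blank; many of its hits are not listed in these tables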
* marks the source's active call; other numbers are inactive results.

SMILES | FXIa single inh | FXIIa inh
O=C1c2ccccc2-c2c1cccc2C(=O)N1CCN(C(=O)c2ccco2)CC1 | 4 | 11
Cc1[nH]nc(N2CCCCC2)c1[N+](=O)[O-] | 25 | -16
O=C(c1ccc(Cl)cc1)c1ccc(OCC(O)CN2CCOCC2)cc1 (configuration not stated) | -4 | 6
CCn1c(CSc2nc3ccccc3s2)nnc1SCC(N)=O | -3 | 7
Cc1ccccc1-c1nnc(SCC(=O)NCc2ccc3c(c2)OCO3)n1C | -11 | 0
CN(C)C(=O)CSCc1c(Cl)cccc1Cl | -13 | -11
COc1ccc(C(=O)NC2CCCCC2)cc1S(=O)(=O)N1CCCC1 | 1 | 2
O=C(Nc1cccc2ccccc12)N1CCN(c2ccccc2)CC1 | 2 | 3
O=C(Nc1ccc(Br)cc1)C1CC=CCC1C(=O)OCC1CCCO1 (configuration not stated) | 1 | 12
CCN(CC(=O)Nc1ccccc1Br)Cc1nc2ccccc2c(=O)[nH]1 | 28 | -15
CCOc1ccc2c(c1)C(c1ccc(C)cc1)=NNC(c1ccc(OC)cc1)=N2 | -6 | 5
COc1ccccc1NC(=O)COc1ccccc1 | 1 | 7
CN(CC(=O)NCc1ccncc1)S(=O)(=O)c1ccc(F)cc1 | 22 | -15
O=c1oc(-c2cccs2)nc2sc3c(c12)CCCCC3 | 5 | 7
Cc1ccc(C(=O)CSc2nc(C)cc(=O)[nH]2)cc1 | 26 | -13
CC(=O)C1=C(O)C(=O)N(CCc2c[nH]c3ccccc23)C1c1cccc(O)c1 (configuration not stated) | 11 | 5
Cc1ccc(-c2noc(C3CCCN(C(=O)c4c(F)cccc4F)C3)n2)cc1 (configuration not stated) | 8 | -24
Cn1c(C(=O)OC(C(=O)NC2CCCCC2)c2cccnc2)cc2sccc21 (configuration not stated) | 3 | -3
O=C(c1ccco1)c1cc2c(ccc3ccccc32)oc1=O | -8 | 7
Cc1cc(C)n2nc(SCCC(=O)NCCc3ccccc3)nc2n1 | -5 | 3
O=C(CN(C(=O)Cn1nnc(-c2cccs2)n1)c1ccc2c(c1)OCCO2)NCC1CCCO1 (configuration not stated) | -12 | 5
CN(C)c1nc(C(=O)NN)nc(N(C)C)n1 | 0 | -5
COc1cc(=O)n(C)c2ccccc12 | -2 | 15
COc1ccc(C(=O)c2ccc(OC)c(OC)c2)cc1 | -5 | 17
CCCc1nc2ccccc2n2cc3c(=O)n(C)c(=O)n(C)c3c12 | 2 | 7
O=C(CSc1nnc(Cc2cccs2)n1-c1ccccc1)NCc1ccc2c(c1)OCO2 | -2 | 3
COC(=O)CC1(c2cccc3ccccc23)C(=O)c2ccccc2C1=O | 27 | -11
Nc1cc(=O)[nH]c(=O)n1Cc1ccco1 | 2 | 2
O=C(CNC(=O)c1cccs1)NC1=NCCS1 | 1 | 9
COc1ccc(Cl)cc1NC(=O)COC(=O)/C=C/c1c(C)nn(C2CCS(=O)(=O)C2)c1Cl (configuration not stated) | 4 | 0
CCN(CC)Cc1c(-c2ccccc2)[nH]c2ccc(C)cc2c1=O | 15 | 2
O=C(Nc1nc2ccccc2[nH]1)C12CC3CC(CC(C3)C1)C2 | 3 | 5
CCCCn1c(NCc2ccc3c(c2)OCO3)nc2ccccc21 | -2 | 7
Cc1cc(C)n2ncc(C(=O)NCc3ccccc3)c2n1 | -6 | 4
CCCCN(C)CCCNC(=O)c1cccc(N2CCCC2=O)c1 | -16 | -10
CC1(C)NC(=O)N(CC(O)COc2ccccc2-c2ccccc2)C1=O (configuration not stated) | -5 | 2
O=C(Nc1cc(C(F)(F)F)ccc1N1CCCCC1)c1ccco1 | 4 | 6
CC1(C)Cc2c(sc3c4nnnn4c4nnnn4c23)CO1 | -1 | 2
CC(C)C(=O)Nc1sc2c(c1-c1nc3ccccc3[nH]1)CCCC2 | -5 | -6
O=C(NCc1ccc2c(c1)OCO2)c1ccc(COc2cc(Cl)ccc2Cl)o1 | -8 | 8
CC1CCCCN1S(=O)(=O)c1ccc(S(=O)(=O)N(Cc2ccccc2)Cc2ccco2)cc1 (configuration not stated) | -2 | 7
CC(CC(=O)Nc1nc2ccccc2[nH]1)c1ccccc1 (configuration not stated) | 12 | -10
COc1cccc(NC(=O)Nc2ccc3c(c2)nnn3C)c1 | -6 | 1
N/C(=N\OC(=O)c1ccco1)c1ccccc1 | -1 | 4
CC(=O)N1CCc2cc(S(=O)(=O)CCC(=O)N3CCc4ccccc4C3)ccc21 | -6 | -3
CCc1c(C(=O)NC2CCCC2)csc1C | 0 | 3
O=C(Nc1nc(COc2ccccc2)cs1)C1CCC1 | 0 | 2
O=C1CCC(=O)N1c1nc2nc(-c3ccccc3)cc(=O)n2[nH]1 | -6 | 7
CC(OC(=O)c1cccs1)C(=O)NCc1ccco1 (configuration not stated) | -1 | 4
COC(=O)CC1=C(C(=O)OC)C(c2ccncc2)C(C#N)=C(N)O1 (configuration not stated) | -2 | -13
CC1=CC(C)(C)N(S(=O)(=O)c2ccc(C)cc2)c2ccccc21 | -6 | 7
C=CCOc1ccc(Br)cc1/C=N/O | 6 | 4
CC1=C(C(=O)Nc2ccccc2)C(c2ccco2)C(C#N)=C(SCC(N)=O)N1 (configuration not stated) | 2 | 5
CC(C)(C)C(=O)N1CCc2cc(-c3csc(N)n3)ccc21 | 4 | 5
CC(C)NC(=O)c1cc(-c2cccs2)on1 | 1 | -3
O=C(c1c[nH]c2ccccc12)C(O)C(c1ccccc1)N1CCOCC1 (configuration not stated) | -3 | 1
O=C(CC1CCCCC1)NCc1ccccn1 | -2 | 7
CCS(=O)(=O)Nc1cc(C(=O)OC)ccc1C(=O)OC | -2 | -5
Cc1cc(C(=O)Nc2c(C)n(C)n(-c3ccccc3)c2=O)on1 | 1 | 2
Cn1c(C(=O)NCCN2CCOCC2)cc2sccc21 | 0 | 4
The listing continues:
SMILES | FXIa single inh | FXIIa inh
CSc1ccccc1C(=O)Nc1cccc(C(C)=O)c1 | 1 | 2
COc1ccccc1CNC(=O)CN(c1ccc(C)cc1)S(=O)(=O)c1c(C)n[nH]c1C | -5 | 7
Cc1ccc(NC(=O)CC2C(=O)NC3CCCCC3N2C(=O)c2ccc(F)cc2)cc1C (configuration not stated) | -1 | 6
CCOc1ccccc1CNC(=O)c1cc2oc3ccccc3c2n1CC | -2 | 6
O=C1CCC([N+](=O)[O-])C(c2ccc(Cl)cc2)N1 (configuration not stated) | 4 | 7
CCOc1ccc(-n2c(SCC(=O)Nc3ccc4c(c3)OCO4)nc3ccccc3c2=O)cc1 | 9 | 6
CCOc1ccccc1NC(=O)C1CCCCN1S(=O)(=O)c1ccc(F)cc1 (configuration not stated) | -3 | -1
Cc1ccc(OCC(=O)NCCN2CCOCC2)cc1C | 28 | 2
COc1ccccc1-c1c(C)nn2c(N3CCC(C(N)=O)CC3)cc(C)nc12 | 4 | 5
O=C(c1ccc(F)cc1)c1cn[nH]c1-c1ccccc1O | -3 | 7
Cc1nnc(NC(=O)c2ccccc2C(=O)O)s1 | 9 | 4
CCC1(C)Cc2c(sc3[nH]c(=S)n(Cc4ccccc4)c(=O)c23)CO1 (configuration not stated) | -4 | 5
CCn1c(SCC(=O)NC2CCCC2)nnc1-c1c[nH]c2ccccc12 | -12 | -13
Cc1ccc(CC(NC(=O)c2ccccc2)C(=O)N2CCCC2C(=O)O)cc1 (configuration not stated) | -1 | 5
CCCCN=Cc1sc2ccc(OCC)cc2c1O | 12 | 4
Cc1ccc(N(CC(=O)Nc2ccccc2C(=O)N2CCOCC2)S(C)(=O)=O)cc1 | -4 | 4
CCOC(=O)c1[nH]c(C)c(/C(O)=C2\C(=O)C(=O)N(CCN(C)C)C2c2ccc(C)o2)c1C (configuration not stated) | -3 | 4
CSCC[C@H](NC(=O)NCc1ccccc1F)C(=O)O | 0 | 1
CCCn1nc(NC(=O)C2CCCO2)c2cc3cc(C)ccc3nc21 (configuration not stated) | 23 | -18
C/C(=C/c1oc2ccc(O)cc2c1[N+](=O)[O-])N(C)C | 2 | 3
CCOC(=O)C1=C(N)Oc2cc(C)oc(=O)c2C1c1cccnc1 (configuration not stated) | -6 | 3
COc1cc(S(=O)(=O)N(Cc2ccc(C)cc2)C2CCCCC2)ccc1-n1cnnn1 | -8 | 1
O=C(CSc1nc2ccccc2c(=O)n1-c1ccccc1)N1CCCC1 | -3 | -4
Cn1c(N2CCC(C(N)=O)CC2)nc2c1c(=O)n(Cc1ccc(Cl)cc1)c(=O)n2C | 3 | 4
Cc1nn2c(C)nc3sc4c(c3c2nc1=O)CC(C)(C)OC4 | -5 | 6
CC(=O)COC(=O)CCc1nc2ccccc2[nH]c1=O | 22 | -14
COc1ccc(-c2cn[nH]c2N)c(OC)c1 | 0 | 5
Nc1ccc(N2CCN(C(=O)c3cccs3)CC2)cc1 | 12 | 5
COc1cc(C=O)c(Br)cc1OC1CCCC1 | 5 | 3
CCOc1ccc(OCCCN(C)C)cc1 | 0 | 0
CCCCOc1ccc(CSC(=N)N)cc1[N+](=O)[O-] | -6 | -4
Cc1cccc(N2C(=O)CCC2=O)c1 | -5 | 5
COC(=O)c1cc(NC(=O)CC2NC3CCCCC3NC2=O)cc(C(=O)OC)c1 (configuration not stated) | 8 | 6
CC1(C)CC(NC(=O)CC(c2ccccc2)c2ccccc2)CC(C)(C)N1 | -11 | 8
CCOc1ccc(C(=O)CCN2CCCCCC2)cc1 | -4 | 4
Cc1nnc(C)n1/N=C/c1cccs1 | 3 | 5
CCOC(=O)C1=C(CNCc2ccc(C)cc2)NC(=O)NC1c1cc(C)ccc1C (configuration not stated) | -8 | 2
CCC(C)NC(=O)CSc1nc2c(sc(=S)n2Cc2ccco2)c(=O)n1-c1ccccc1 (configuration not stated) | 24 | -7
O=C(C(Cc1ccccc1)n1cccc1)N1CCN(c2cccc(Cl)c2)CC1 (configuration not stated) | -1 | 5
CCCCN1C(=O)CC(N2CCOCC2)C1=O (configuration not stated) | 5 | 4
C[C@@]12CC(=O)NC1N(C(=O)c1cccc(C(F)(F)F)c1)C(c1ccccc1O)C2 (some centres not stated) | -7 | 5
C=CCC(C)(NCc1ccccc1)c1ccco1 (configuration not stated) | -5 | 0
COc1ccccc1CNC(=O)CSCc1cnn(-c2ccccc2)c1-n1cccc1 | 0 | 7
COc1cc(C(=O)Nc2ccc(S(=O)(=O)Nc3nccc(C)n3)cc2)cc(OC)c1OC | -12 | 1
COC(=O)c1ccc(CSc2nc3c(c(=O)n2-c2ccc(Br)cc2)SCC3)o1 | 10 | 6
COC(=O)Nc1snnc1C | 3 | 2
Oc1ccc(Br)cc1CNn1cnnc1 | 5 | 2
COc1cc(NC(=O)CCc2nc(-c3cccs3)no2)cc(OC)c1OC | -8 | -10
Cc1cc(-c2ccc(Cl)cc2)c(C#N)c(N)n1 | 7 | 7
COc1ccc(Nc2ncc(C(=O)O)c3ccccc23)cc1 | 19 | -12
O=C(CCCCCCN1C(=O)c2ccccc2C1=O)N1CCC(c2ccccc2)C1 (configuration not stated) | -1 | -14
Cc1ccc(N(C(=O)CCC(=O)Nc2cc(C)on2)C(C(=O)NC2CCCC2)c2cccs2)cc1 (configuration not stated) | 6 | 6
CN1CCN(c2nc3c(c(=O)[nH]c(=O)n3C)n2CCSc2ncccn2)CC1 | -3 | 7
Cc1ccc2[nH]c(=O)c(-c3nc4ccccn4c3NCc3ccco3)cc2c1 | 16 | -11
COC(=O)C1=C(C)N(C)C(C)=C(C(=O)OC)C1c1ccccn1 | 5 | 8
Cc1ncc2c(c1OC(=O)c1ccc([N+](=O)[O-])cc1)COC(C)(C)OC2 | 2 | 3
CCNC(=O)c1sccc1-n1cccc1 | -3 | 15
Cc1cccc(-n2c(SCC(=O)Nc3nonc3C)nnc2-c2ccoc2C)c1 | -3 | -11
CCOc1ccc(C(=O)CCC(=O)O)cc1 | 7 | 3
COC(=O)Cn1c(=NC(=O)CSCC(=O)NC2CCCCC2)sc2cc(OC)ccc21 | 2 | 7

These rows are one share of the data. The share of hits here may be higher or lower than overall.
